Assay outcomes (PubChem)
H9c2 TAG inh: inhibitors of triacylglycerol accumulation, primary screen, cell-based, uHTS, fluorescence, H9c2 | H9c2 cells, Nile Red lipid (TAG) fluorescence; cells loaded with 200 µM oleic acid | inhibition, % at 12.5 µM | 230,000 compounds, 0.66% hits;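 active = pattern-corrected inhibition of lipid staining of at least 50% with the nuclear-stain viability signal not falling by more than 50%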;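 note: 0% = DMSO wells and 100% = triacsin C control wells; some results filed as inactive read as strong as hits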
H9c2 TAG inh DAPI viability: further read-out of H9c2 TAG inh, marked with its call; DAPI nuclei signal change (viability), lower = more cytotoxic, %;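 whole-well DAPI fluorescence read on a plate reader as a viability signal; minus 50 percent equals half of cells still viable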
* marks the source's active call; other numbers are inactive results.

SMILES | H9c2 TAG inh | H9c2 TAG inh DAPI viability
CCOC(=O)C1CCN(C(=O)c2c(-c3ccccc3)noc2C)CC1 | 17 | -37
O=C(COc1ccccc1)NNc1nc2c(F)cc(F)cc2s1 | 14 | 1
O=C(C1=NN[C@@H]2C(=O)N(c3cccc(C(F)(F)F)c3)C(=O)[C@H]12)c1cnccn1 | 8 | -3
CN(C)S(=O)(=O)Nc1ccccc1C(N)=O | -36 | 9
O=C(O)c1cc(S(=O)(=O)N2CCOCC2)c[nH]1 | -6 | 8
Cc1nnc(SCC(=O)NC(=O)NC(C)(C)C)s1 | 2 | 3
COCCN(C(=O)CSCc1ccc(C)cc1)c1c(N)n(CC(C)C)c(=O)[nH]c1=O | 10 | -13
Cc1ccc(C(=O)OCC(=O)NCc2cccs2)c(C)c1 | -5 | 8
Cc1ccc(Nc2nc(N)nc(CSc3nnnn3-c3ccccc3)n2)cc1 | 5 | 10
O=C(NC(Cc1ccccc1)C(=O)N1CCN(S(=O)(=O)c2ccccc2F)CC1)c1ccccc1 (stereo not given) | 1 | 1
CCOC(=O)C1(CC2CCCCO2)CCN(C(=O)Nc2cccc(SC)c2)CC1 (stereo not given) | 9 | -3
Cc1ccc(Cl)cc1NC(=O)CCC(=O)Nc1cc(Cl)ccc1C | 14 | 1
COC(=O)N/N=C/c1cc(Cl)c(OCc2ccccc2F)c(OC)c1 | 4 | 0
O=C1CSCC(=O)N1c1ncc(C(F)(F)F)cc1Cl | 6 | -4
CCOC(=O)Cn1c(=O)oc2cc(S(=O)(=O)Nc3c(C)cc(C)cc3C)ccc21 | -2 | -2
O=C(Cc1ccccc1)Nc1ccccc1C(=O)Nc1ccc(C(=O)O)cc1 | 8 | -10
COc1ccc(N(Cc2cc3ccc(C)cc3[nH]c2=O)C(=O)c2ccco2)cc1 | -2 | 3
Cc1ncc([N+](=O)[O-])n1CC(C)O (stereo not given) | -5 | 2
O=C(Nc1cccc(S(=O)(=O)N2CCCCC2)c1)c1cncc(Br)c1 | -10 | 0
COc1cc2c(cc1OC)C(O)C(O)(CO)C(C(=O)O)C2c1cc(OC)c(OC)c(OC)c1 (stereo not given) | 24 | -2
CC1CCc2ccccc2N1C(=N)N(C)C (stereo not given) | -2 | 8
O=C(CCC(=O)c1ccc(-c2ccccc2)cc1)Nc1cccnc1 | -3 | 4
CNn1cnc2ccsc2c1=O | 7 | 0
COc1cc(C2N(c3ccc(Cl)c(Cl)c3)C(=O)C3CCCN32)cc(OC)c1OC (stereo not given) | 6 | 5
CCOC(=O)C(NC(=O)c1ccccc1)C(C)(C)SCc1ccccc1 (stereo not given) | -42 | -3
SMILES | H9c2 TAG inh | H9c2 TAG inh DAPI viability
Cc1ccc(S(=O)(=O)N2CCN(C(=O)CSc3nnnn3C)CC2)c(C)c1 | -12 | -3
COc1ccc(-c2csc(C(NC(C)=O)c3cccc(F)c3)n2)cn1 (stereo not given) | 3 | -3
CC(C)c1ccc(/C=N/NC(=O)c2cc(-c3cccc([N+](=O)[O-])c3)n[nH]2)cc1 | 7 | 1
C=CC[C@@H](CC(=O)N[C@@H](CO)Cc1ccccc1)C(=O)NC[C@@H](OC(=O)[C@@H](CC=C)Cc1ccc(F)cc1)c1ccccc1 | -34 | 5
Cc1ccccc1C(=O)NC1CCN(CC(=O)Nc2ccccc2Cl)CC1 | 2 | -10
O=C(CSC1=NC(=O)C(c2ccccc2)C(=O)N1)Nc1ccccc1[N+](=O)[O-] (stereo not given) | 12 | -7
O=C(CSc1nnc(NC(=O)c2ccccc2F)s1)NCC1CCCO1 (stereo not given) | -8 | -1
COc1ccc(CN2CCC(C(=O)Nc3ccc(Oc4cccnc4)cc3)CC2)cc1 | -2 | 4
O=C(NCc1ccco1)/C(=C/c1ccco1)NC(=O)c1ccco1 | -5 | 6
COCCN(C(=O)CSc1nc2ccc(C)cc2[nH]1)c1c(N)n(Cc2ccccc2)c(=O)[nH]c1=O | -5 | -2
Cc1ccc(C(=O)CCNc2ccccc2)o1 | -3 | 15
Nc1ccc(Cl)c(S(=O)(=O)Nc2cccc(Cl)c2)c1 | 0 | -3
CC(=O)/C=C\c1cn(-c2ncc(C(F)(F)F)cc2Cl)c2ccccc12 | -18 | 9
CCn1cc(CN2CCC(n3nccc3NC(=O)CCc3ccccc3)CC2)cn1 | -4 | -7
C[N+]1(C2CCC3CCCC2C3O)CCCCC1 (stereo not given) | -11 | 31
COc1cc(/C=C2\SC(=N)N(c3ccc(F)cc3)C2=O)ccc1O | 13 | -5
CCCOc1ccc(OCCOCCN2CCc3ccccc3C2)cc1 | -20 | 25
Cc1cc(C)c(C#N)c(Oc2ccc(F)cc2)n1 | 1 | 3
COc1cc(/C=N/NC(=O)c2cccnc2)ccc1OC(=O)c1ccc([N+](=O)[O-])cc1 | 6 | 4
COC(C(=O)N/N=C(\C)c1ccc(O)cc1)c1ccccc1 (stereo not given) | -7 | 3
CCCOC(c1ccccc1)(c1ccccc1)C(Oc1nc(C)cc(C)n1)C(=O)O (stereo not given) | 15 | -8
O=C1C(=O)c2ccccc2C(O)=C1C1CCC(c2ccc(Cl)cc2)CC1 (stereo not given) | 8 | -6
O=S(=O)(Nc1nc2ccccc2nc1NCC1CCCO1)c1ccccc1 (stereo not given) | 3 | -1
O=C1CCc2cc(S(=O)(=O)Nc3ccccc3F)cc3c2N1CCC3 | -10 | 4
O=C(CNC(=O)C(c1ccccc1)c1ccccc1)N/N=C/c1cccnc1 | 3 | 0

Six records drawn at random from those above, as already listed:
SMILES | H9c2 TAG inh | H9c2 TAG inh DAPI viability
O=C(CSC1=NC(=O)C(c2ccccc2)C(=O)N1)Nc1ccccc1[N+](=O)[O-] (stereo not given) | 12 | -7
CCn1cc(CN2CCC(n3nccc3NC(=O)CCc3ccccc3)CC2)cn1 | -4 | -7
COc1ccc(CN2CCC(C(=O)Nc3ccc(Oc4cccnc4)cc3)CC2)cc1 | -2 | 4
Cc1ccccc1C(=O)NC1CCN(CC(=O)Nc2ccccc2Cl)CC1 | 2 | -10
C[N+]1(C2CCC3CCCC2C3O)CCCCC1 (stereo not given) | -11 | 31
CC(C)c1ccc(/C=N/NC(=O)c2cc(-c3cccc([N+](=O)[O-])c3)n[nH]2)cc1 | 7 | 1

Reformatted in markdown: two of the compounds above
| SMILES | H9c2 TAG inh | H9c2 TAG inh DAPI viability |
| --- | --- | --- |
| Cc1ccc(S(=O)(=O)N2CCN(C(=O)CSc3nnnn3C)CC2)c(C)c1 | -12 | -3 |
| COc1ccc(-c2csc(C(NC(C)=O)c3cccc(F)c3)n2)cn1 (stereo not given) | 3 | -3 |

Returning to the listing with the 3 entries that preceded the break.
SMILES | H9c2 TAG inh | H9c2 TAG inh DAPI viability
O=S(=O)(Nc1nc2ccccc2nc1NCC1CCCO1)c1ccccc1 (stereo not given) | 3 | -1
O=C1CCc2cc(S(=O)(=O)Nc3ccccc3F)cc3c2N1CCC3 | -10 | 4
O=C(CNC(=O)C(c1ccccc1)c1ccccc1)N/N=C/c1cccnc1 | 3 | 0
CCc1nc2ccc(C(=O)Nc3cccc(NS(C)(=O)=O)c3)cn2c1N(C)C(=O)Cc1ccccc1 | -5 | 2
Cc1cc(C)c(S(=O)(=O)N2CCCCC2CCNC(=O)C(=O)NCc2ccco2)c(C)c1 (stereo not given) | -14 | 1
CC(C)C1S/C(=N/N=C/c2cccs2)NC1=O (stereo not given) | 11 | 3
Cc1cccc(-c2ncc(S(=O)(=O)C(C)(C)C)c(N)n2)c1 | 4 | -9
CCOC(=O)c1sc(NC(=O)CSc2n[nH]c(C)n2)nc1C | 11 | -6
Cc1ccc(NC(=O)CSc2nc3ccc(Nc4nc(N5CCOCC5)nc(N5CCOCC5)n4)cc3s2)cc1 | 84* | -17*
CC(=O)NCc1ccc(C(=O)CSc2nnc(C3CC3)n2C2CC2)cc1 | -5 | 4
CC1CC1C(=O)OCC(=O)NNC(=O)COc1ccc(Br)cc1 (stereo not given) | -17 | 9
CCC1(C)Cc2c(sc3nc4n(c(=O)c23)CCS4)CO1 (stereo not given) | 20 | -11
Cc1sc2nc(CN3CCOCC3)nc(NS(=O)(=O)c3cc(Cl)ccc3Cl)c2c1C | 3 | 6
CCSC1=C(C#N)C(c2ccc3c(c2)OCO3)C2=C(CCCC2=O)N1 (stereo not given) | -8 | 8
O=C(CN1C(=O)NC2(CCCc3ccccc32)C1=O)NCc1cccs1 (stereo not given) | -2 | -4
COCCNc1nnc(SCC(=O)NNC(=O)c2ccc([N+](=O)[O-])cc2)s1 | 5 | -5
Cc1n[nH]c(=O)c2c(NC(=O)CSc3ccccc3Cl)oc(C)c12 | -9 | -5
O=C(/C=C/c1ccc2c(c1)OCO2)NCCS(=O)(=O)N1CCN(c2ccccc2)CC1 | -3 | -1
O=C1C2C3C=CC(C4CC34)C2C(=O)N1/N=C/c1ccc(-c2ccc(F)cc2[N+](=O)[O-])o1 (stereo not given) | -21 | 12
Cc1ccc2nc(-c3ccncc3)cc(C(=O)Nc3ccc(OC(F)F)cc3)c2c1 | 30 | 0
COc1ccc(CN(CC2CCC(C(=O)O)CC2)C(=S)Nc2cc(C)cc(C)c2)cc1 (stereo not given) | 4 | 5
Cc1ccccc1C(=O)NCC(=O)OC(C)C(=O)NCc1ccco1 (stereo not given) | 10 | -1
O=C(C1=C[C@@H](c2coc3ccccc3c2=O)C[C@@H](OCc2ccc(CO)cc2)O1)N1CCN(Cc2ccccc2)CC1 | -2 | 11
Cc1ccc2c(Cl)cc(Cl)c(OCC(=O)O)c2n1 | 3 | 3
CCOc1ccccc1NC(=O)CSc1n[nH]c(N)n1 | -2 | -8
O=C(NCc1ccco1)C(c1ccc(F)cc1)N(CC1CCCO1)C(=O)Cn1nnc2ccccc21 (stereo not given) | 11 | -8
Oc1ccc(-c2nc(-c3ccc(F)cc3)c(-c3ccncc3)[nH]2)cc1 | 26 | 1
Nc1cc(N)nc(SCCN2CCCCC2)n1 | 2 | -1
SMILES | H9c2 TAG inh | H9c2 TAG inh DAPI viability
CC1=C(C(=O)Nc2ccccc2C)C(c2ccc(C)o2)n2c(s/c(=C/c3ccccc3)c2=O)=N1 (stereo not given) | 8 | 12
CC(C)[C@H](NC(=O)[C@@H]1CSCN1C(=O)OC(C)(C)C)C(=O)NCC1CCC(C(=O)O)CC1 (stereo not given in full) | -15 | 0
CCOC(=O)c1cnn(-c2ccc(Cl)cc2)c1C1CCN(C(=O)OC(C)(C)C)CC1 | 40 | -2
COc1cc(C(=S)N2CCOCC2)cc(OC)c1OC(=O)c1ccccc1[N+](=O)[O-] | -7 | 2
Nc1c(-c2ccc(Cl)cc2)cnn1-c1cccc([N+](=O)[O-])c1 | -5 | -3
CC(=O)Nc1nc(C)c(Oc2ccc(C)cc2)c(=O)[nH]1 | 0 | 4
O=C(N/N=C1\C2CN3CCN(C2)CC1(c1ccccc1)C3)c1ccc(F)cc1 | 4 | -2
CCOc1ccc(S(=O)(=O)N2CCCCC2)cc1NC(=O)c1ccccc1 | 4 | -16
O=C(CN1CCN(C(=O)c2ccccc2)CC1)Nc1cccc(S(=O)(=O)N2CCCC2)c1 | 3 | -5
COc1ccc(C(=O)OCC(=O)N2CCN(C(=O)c3ccco3)CC2)c(OC)c1OC | -4 | -5
O=C(C1CCCN1C(=O)c1cccs1)N1CCN(Cc2ccc3c(c2)OCO3)CC1 (stereo not given) | -8 | 1
O=C(COC(=O)c1ccc(Br)o1)NCc1ccco1 | 2 | 3
O=C(O)c1ccccc1SC1CC(=O)N(C2CCCCC2)C1=O (stereo not given) | 2 | -11
Cc1ccc(C)c(S(=O)(=O)N/N=C/c2ccc(N3CCOCC3)cc2)c1 | -7 | -2
CC1(C(=O)Nc2ccc(Cl)c(Cl)c2)CCN1Cc1ccccc1OC(F)F (stereo not given) | -14 | 1
O=C(NCc1cccnc1)C(=O)c1c[nH]c2ccccc12 | -7 | -4
COc1ccc(S(=O)(=O)N(C)C[C@H]2Oc3ccc(NS(=O)(=O)c4ccccc4)cc3C(=O)N([C@H](C)CO)C[C@@H]2C)cc1 | 29 | -25
S=c1[nH]nc(-c2ccco2)n1/N=C/c1cccc(Cl)c1 | -13 | -4
Cc1cc(/C=N/NC(=O)CC2(C)OCCO2)c(C)n1-c1ccc(Cl)c(Cl)c1 | -2 | 3
CC(/C=C/c1ccco1)=N/NC(=O)c1ccccc1Cl | 0 | -6
CCn1nnc(NC(=O)c2cccnc2)n1 | -6 | -2
COC(=O)c1ccc(OCC(O)CN(CC(C)C)CC(C)C)cc1 (stereo not given) | -35 | 11
COc1ccc(NC(=O)CN2CCN(CC(=O)Nc3ccccc3F)CC2)c(OC)c1 | -19 | -1
Cc1csc(CN(C)C(=O)CC2C(=O)NCCN2Cc2ccc(F)c(F)c2)n1 (stereo not given) | 11 | -8
COc1ccccc1Cn1c(C)c(C(=O)NCc2ccco2)sc1=O | -3 | 1
SMILES | H9c2 TAG inh | H9c2 TAG inh DAPI viability
C=CCNC(=O)CCCCC(=O)NCC=C | 8 | -8
CCOC(=O)c1ccc(NC(=O)CC2S/C(=N/N=C3/NC(=O)CS3)NC2=O)cc1 (stereo not given) | -1 | -15
Cc1ccc(-c2n[nH]c(=S)n2/N=C/C=C/c2ccccc2[N+](=O)[O-])cc1 | -10 | -6
CCOC(=O)Cn1nc2sc3ccccc3n2c(=O)c1=O | -2 | -3
N#CC(=C1C=C(Br)C(=NO)C=C1Cl)c1cccc2ccccc12 | 10 | -5
CC1(C(=O)NS(=O)(=O)c2ccccc2)CCN1C(=O)Cc1cccs1 (stereo not given) | 2 | 1
CCOC(=O)C1=C(C)N(CC)C(=S)NC1c1ccccc1OC(F)F (stereo not given) | 12 | -10
CCOc1ccc(N=C2Sc3nc4ccc(C)cc4cc3CN2CCOC)cc1 | 12 | -12
O=C(NCC(c1ccco1)N1CCCCC1)c1ccc(S(=O)(=O)Nc2ccccc2)cc1 (stereo not given) | -46 | -1

Structures above with a CF3 group:
SMILES | H9c2 TAG inh | H9c2 TAG inh DAPI viability
O=C(C1=NN[C@@H]2C(=O)N(c3cccc(C(F)(F)F)c3)C(=O)[C@H]12)c1cnccn1 | 8 | -3
O=C1CSCC(=O)N1c1ncc(C(F)(F)F)cc1Cl | 6 | -4
CC(=O)/C=C\c1cn(-c2ncc(C(F)(F)F)cc2Cl)c2ccccc12 | -18 | 9

This is a subset. The share of hits here may be higher or lower than overall.
